PI5P4Ka inh – qHTS for Inhibitors of phosphatidylinositol 5-phosphate 4-kinase (PI5P4K). Phosphatidylinositol 5-phosphate 4-kinase type-2 alpha (Homo sapiens), P48426. PI5P4Kalpha enzyme, ADP-Glo luminescence, 60 min; hits give low values. max response, %. 1.2% of 330,000 active; active = max response of -50% or lower; inconclusive = between -30% and -50%; inactive = -30% or higher; also: value at the top dose of about 77 µM; % is scaled to controls: 0 for no effect and ±100 for the full control effect
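Luminescence from ADP-Glo served as readout of PI5P4Kalpha activity in a qHTS format. Reaction: enzyme, substrate, compound, ATP at 5 microM final, 60 min at RT.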
GLP1R inv ag – qHTS of GLP-1 Receptor Inverse Agonists (Inhibition Mode); HEK293 GLP-1R CRE-luciferase, luminescence, 24 h; GLP-1R form is constitutively active; Glucagon-like peptide 1 receptor (Homo sapiens), P43220; 1.6% of 410,000 active; Potency, µM (top dose mostly 38.3 µM), for the others: at the highest dose activity change, negative = inhibition, most hits filed as inhibitors; AID 624417, 2012; also: potency is read from the fitted curve at half-maximal effect; % is scaled to controls: 0 for no effect and ±100 for the full control effect; nearly all actives have a fitted effect of over 55% in size
Target sequence (P43220 whole entry, looked up): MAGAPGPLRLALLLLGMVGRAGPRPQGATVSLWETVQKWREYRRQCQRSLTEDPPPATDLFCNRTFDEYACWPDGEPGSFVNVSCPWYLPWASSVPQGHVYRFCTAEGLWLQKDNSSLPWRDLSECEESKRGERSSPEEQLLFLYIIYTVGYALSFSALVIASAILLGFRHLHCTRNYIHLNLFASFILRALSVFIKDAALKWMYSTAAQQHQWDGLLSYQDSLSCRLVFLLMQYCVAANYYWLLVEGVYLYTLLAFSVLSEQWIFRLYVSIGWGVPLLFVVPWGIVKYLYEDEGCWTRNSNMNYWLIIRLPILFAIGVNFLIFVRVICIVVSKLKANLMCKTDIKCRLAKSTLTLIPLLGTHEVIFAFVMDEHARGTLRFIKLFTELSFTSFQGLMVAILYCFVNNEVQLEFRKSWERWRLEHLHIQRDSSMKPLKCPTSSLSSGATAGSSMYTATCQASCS
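Stable HEK293 clone (constitutively active GLP-1R + cAMP-response luciferase); 200 cells/uL plated, 12 h pre-culture, compound 24 hr, 37 deg C/5% CO2; detection reagent 12 min RT; luminescence.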
PLK1 PBD inh – qHTS for Inhibitors of PLK1-PDB (polo-like kinase 1 - polo-box domain): Primary Screen | Potency, µM, inactives show max response, negative = inhibition, most hits filed as inhibitors | AID 720504, 2013 | 2.8% of 360,000 active | Serine/threonine-protein kinase PLK1 (Homo sapiens), P53350 | Plk1 PBD binding of FITC phosphopeptide, fluorescence polarization; also: potency is read from the fitted curve at half-maximal effect; series mostly up to about 57 µM; % is scaled to controls: 0 for no effect and ±100 for the full control effect; nearly all actives have a fitted effect of over 65% in size
PTHR1 agonist – qHTS for PTHR1 Agonists: Primary Screen | HEK293 GP2 PTHR1 cells, GloSensor cAMP luminescence, 1 h | Parathyroid hormone/parathyroid hormone-related peptide receptor (Homo sapiens), Q03431 | 0.075% of 410,000 active | Potency, µM (doses to about 115 µM), without a hit: top-dose activation, usual class: activators; also: potency is read from the fitted curve at half-maximal effect; nearly all actives have a fitted effect of over 55% in size; some results filed as inactive show a strong effect at the top dose; inactives centre near -15; many of its hits are not listed in these tables
Target sequence (Q03431 whole entry, looked up): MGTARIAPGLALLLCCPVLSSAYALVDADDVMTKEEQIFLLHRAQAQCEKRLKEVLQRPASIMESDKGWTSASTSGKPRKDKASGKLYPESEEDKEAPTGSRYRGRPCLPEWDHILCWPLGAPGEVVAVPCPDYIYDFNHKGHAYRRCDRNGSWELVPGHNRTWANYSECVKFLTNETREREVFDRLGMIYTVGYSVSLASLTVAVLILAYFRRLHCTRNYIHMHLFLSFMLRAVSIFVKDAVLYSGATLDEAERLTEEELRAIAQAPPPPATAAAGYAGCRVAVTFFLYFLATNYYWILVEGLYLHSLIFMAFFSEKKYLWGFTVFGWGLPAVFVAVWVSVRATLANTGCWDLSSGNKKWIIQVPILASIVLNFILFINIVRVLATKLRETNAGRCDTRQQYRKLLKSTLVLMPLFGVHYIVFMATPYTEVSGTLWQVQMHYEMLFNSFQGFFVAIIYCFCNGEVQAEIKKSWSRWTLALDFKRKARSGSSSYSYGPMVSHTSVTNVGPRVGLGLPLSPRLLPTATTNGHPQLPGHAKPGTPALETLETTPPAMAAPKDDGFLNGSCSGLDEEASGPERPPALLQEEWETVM
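HEK-293-derived GP2 cells expressing PTHR1 and a GloSensor cAMP reporter, 3,000/well, plated overnight, given luciferin plus IBMX (each 0.5 mM as added) for 1 h at 37 °C, then compound for 1 h at 37 °C. Luminescence was read after 15 min at room temperature.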
GLP1R ag – qHTS of GLP-1 Receptor Agonists; Glucagon-like peptide 1 receptor (Homo sapiens), P43220; HEK293 GLP-1R CRE-luciferase, luminescence, 4-6 h; cells express a hypersensitive GLP-1R form; Potency, µM (series often up to 45.6 µM), for inactives: top-dose activation, hits mostly activators; 0.007% of 380,000 active; AID 624172, 2012; also: potency is read from the fitted curve at half-maximal effect; % of control where 0% means no effect
EPAC1 agonist – qHTS for Agonist of cAMP-regulated guanine nucleotide exchange factor 3 (EPAC1): primary screen; Potency, µM (highest dose often 154 µM), without a hit: at the highest dose activation, hits mostly activators; AID 720707, 2013; 0.073% of 360,000 active; EPAC1 agonist qHTS, biochemical assay; response scale: 100% = response to 6.5 mM cAMP; Rap guanine nucleotide exchange factor 3 (Homo sapiens), O95398; also: potency is read from the fitted curve at half-maximal effect; nearly all actives have a fitted effect of over 60% in size
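Compounds were pinned as a concentration titration into mixtures of EPAC1 (100 nM), BODIPY-GDP-loaded Rap1B (250 nM) and GDP (50 uM). After 5 min at room temperature, fluorescence was followed for 30 min; activity was scaled to 6.5 mM cAMP.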
HEK293 tox – qHTS of GLP-1 Receptor Inverse Agonists: Cytotox Screen; HEK293 cAMP-luciferase reporter cells, luminescence, 24 h; Potency, µM (series often up to 38.3 µM), inactives show at the highest dose activity change, negative = inhibition, most hits filed as inhibitors; 0.13% of 410,000 active; AID 624418, 2012;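 also: loss of luciferase light is scored as toxicity; potency is read from the fitted curve at half-maximal effect; % is scaled to controls: 0 for no effect and ±100 for the full control effect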
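Quantitative HTS format, 1536 wells, 200 cells/uL seeded. Compounds: 23 nL, 24 h, 37 °C. Detection: luciferase reagent, luminescence at 12 min RT; decreased signal taken as cytotoxic.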
IL2 activator – qHTS of IL-2 Activators; IL-2 activation reporter assay, cell-based qHTS; stimulated with anti-CD3/CD4/CD28 beads; in transgenic mouse T cells; activation, % (series mostly up to about 46 µM); 0.065% of 360,000 active; AID 652025, 2013; in the data active = activation above about 50%; inconclusive = mostly about 30% to 49%; also: 0% is about no effect
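Readout: EGFP and DsRed signals by fluorescent plate cytometry. Unstimulated transgenic mouse T cells received compound 60 min before antibody-bead stimulation, then incubated 18 h at 37 degrees C.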
EPAC1 antag – qHTS for Antagonist of cAMP-regulated guanine nucleotide exchange factor 3 (EPAC1): primary screen; EPAC1 GEF assay, Rap1b-BODIPY-GDP exchange fluorescence; 0.14% of 360,000 active; Potency, µM (doses to about 115 µM), without a hit: top-dose activity change, negative = inhibition, actives largely listed as inhibitors; Rap guanine nucleotide exchange factor 3 (Homo sapiens), O95398;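 also: potency is read from the fitted curve at half-maximal effect; plate controls were vehicle for no effect and positive control for full effect; nearly all actives have a fitted effect of over 50% in size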
* = called active by the depositor; i = inactive; ? = inconclusive; nt = not tested or not shown; [ ] = dose if it differs, or a comment. Unless noted, calls follow the shape of the dose curve; as a rule, active = well fitted curve in the direction sought with a large enough effect; inconclusive = small, poorly fitted or top-dose-only effect, or another doubt; inactive = no such curve, though single readings can be large; an effect the other way counts as inactive or inconclusive. Some of the compounds tested; the hit share may differ from the screen's.

SMILES | PI5P4Ka inh | GLP1R inv ag | PLK1 PBD inh | PTHR1 agonist | GLP1R ag | EPAC1 agonist | HEK293 tox | IL2 activator | EPAC1 antag
O=C(O)c1ccc(Nc2nc(-c3ccccc3)c3ccccc3n2)cc1 | 5 | 37% | -14% | -20% | 4% | -3% | 11% | -0.2 | -22%
CC(=O)c1cccc(NC(=O)C2CCN(C(=O)c3ccccc3Cl)CC2)c1 | -2 | 3% | -6% | 11% | 2% | -9% | -2% | -2.6 | -9%
COc1cc(/C=C/C(=O)OCC(=O)NC(=O)NC(C)C)ccc1O | -4 | 33%[activator] | 5% | i | -2% | 1% | 0% | 0.0 | 5%
O=C(CN1C(=O)NC2(CCCC2)C1=O)OCc1ccc(Cl)cc1Cl | 0 | ? | -1% | -3% | -3% | 0% | -1% | -2.2 | 4%
O=C(CSc1nc(Nc2ccccc2)nc(N2CCOCC2)n1)Nc1ccc([N+](=O)[O-])cc1 | nt | 6% | -7% | i | 9% | 17% | -10% | -0.8 | -25%
COc1ccc(-c2cc3c(=O)n(CC(=O)NCc4ccc(Cl)cc4)ncn3n2)cc1 | 7 | 6% | -9% | -3% | 3% | 1% | 0% | -0.3 | -6%
CNC(=O)C1(C)C=CC2(CCCCC2)N1C(=O)OC (stereo not given) | -2 | 20% | 4% | i | 1% | 0% | -24% | -0.7 | 7%
CCC(=O)Nc1c(C(=O)N2CCN(c3ccccn3)CC2)cnn1-c1ccc(C)cc1 | -3 | -6% | 0% | -6% | 0% | -2% | -18% | 1.2 | 15%
COCCCNC(=O)c1csc([C@H]2C[C@H](O)[C@@H](CO)O2)n1 | -2 | -3% | 0% | -41% | 0% | 5% | 1% | -0.2 | -13%
CCN(CC)S(=O)(=O)c1ccc(C(=O)N2CCN=C2SCc2cccnc2)cc1 | 1 | -15% | -8% | -8% | -1% | -1% | -18% | 2.0 | 1%
CCN(CC)S(=O)(=O)c1cccc(NC(=O)CC2CCCC2)c1 | 2 | ? | -8% | i | 11% | -4% | 13% | 1.7 | -6%
CCOc1ccccc1N=NC1C(=O)N(C(N)=S)N=C1C (stereo not given) | -4 | 0.89µM* | -28% | -8% | -2% | -5% | ? | 1.4 | 20%
CCc1ccc(N(CC(=O)NC2CCCC2)S(=O)(=O)c2c(C)noc2C)cc1 | 6 | -8% | -8% | i | 2% | -7% | 0% | 1.0 | 5%
Cc1ccc(NC(=O)N2CCC(C(=O)c3ccc(F)cc3)CC2)cc1 | -3 | ? | 4% | i | 8% | 1% | -14% | 0.0 | -13%
Cc1ccc(-c2noc(C3CCCN(C(=O)c4ccccc4)C3)n2)o1 (stereo not given) | nt | 10% | -9% | -7%[57.5 µM] | 9% | -6% | -14% | -1.5 | 19%
C/C(=N\N=C1\NC(=O)C(CC(=O)Nc2ccc(Cl)cc2)S1)c1ccco1 (stereo not given) | 11 | ? | -11% | i | 6% | 5% | 7% | 2.8 | 10%
Cc1ccc(S(=O)(=O)N(C)CC(=O)Oc2ccc(-c3nnco3)cc2)cc1 | -6 | 9% | -14% | i | -15% | -2% | 9% | 0.2 | 12%
C=CCOC(=O)C(=O)/C=C/c1c(C)n(C)n(-c2ccccc2)c1=O | 0 | 8% | -3% | -9% | 1% | -25% | -3% | -0.2 | 12%
CCN(C(=O)CSc1nnc(NCc2ccccc2)s1)C1CCS(=O)(=O)C1 (stereo not given) | 3 | 2% | -3% | i | -3% | -1% | -5% | 0.4 | -13%
COC(=O)C(CCSC)NC(=O)c1cc2c(n(-c3ccc(C)cc3)c1=O)CC(C)(C)CC2=O (stereo not given) | nt | -3% | nt | -7% | 3% | nt | 7% | nt | nt
CCc1ccc(NC(=O)Nc2ccc3c(c2)CCC3)cc1 | 2 | 2% | -15% | i | -2% | -8% | -14% | -1.5 | -13%
CN(C)c1ccc(CNCCC2(O)CCOC(C)(C)C2)cc1 (stereo not given) | nt | 23% | -6% | -21%[57.5 µM] | 3% | 6% | 6% | 0.9 | -2%
O=C(CN1C(=O)NC2(CCCC2)C1=O)OCc1cccc(Br)c1 | -2 | -14% | 0% | -9% | 5% | -10% | 0% | -0.6 | -5%
S=c1[nH]nc(COc2ccccc2)n1/N=C/c1ccc(Br)cc1 | -3 | -22% | 27µM* | i | -5% | 5% | -39% | -0.7 | 1%
Cc1c(C(=O)Nc2ccncc2)oc2c1C(=O)CC(C)(C)C2 | nt | 36%[activator] | -1% | ? | 20% | 7% | 14% | -0.2 | -8%
CN(C)NC(=S)Nc1cccc(Cl)c1 | 1 | -13% | -12% | -5% | 1% | 10% | ? | 0.0 | ?
Cc1nnc(SCC(=O)NCC2COc3ccccc3O2)s1 (stereo not given) | 1 | -2% | 2% | -5% | -3% | 6% | -1% | 0.5 | 6%
CC(=O)c1nn(-c2cccc(Br)c2)cc1C(=O)c1ccco1 | 0 | 7% | -1% | i | -6% | 1% | -7% | 0.3 | 0%
CCc1ccc(C2(C)SC(NC(C)=O)=NN2C(C)=O)cc1 (stereo not given) | -2 | -7% | 1% | -2%[57.5 µM] | -9% | -2% | -15% | 1.6 | 10%
Cc1ccc(COc2cccc(/C=N/NC(=O)c3nnn(-c4nonc4N)c3C)c2)cc1 | 1 | 14% | -14% | -34% | -3% | 7% | -19% | -0.1 | -5%
Cc1cccc(C2=NN(c3ccccc3)[C@@H](C(=O)N3CCOC3=O)[C@@H]2c2ccc(Cl)cc2)c1 | 7 | ? | 16% | -10% | -1% | -18% | 51%[activator] | 0.6 | -12%
Cc1noc(NC(=O)c2ccc(F)cc2)c1C#N | -1 | 2% | -10% | -28% | 22% | 2% | 4% | 0.9 | 7%
Cc1ccc(C(=O)Nc2nc(N)n(-c3ccccc3)n2)cc1 | -10 | 8% | -8% | i | -1% | 3% | -9% | 5.2 | -20%
O=C(NNC(=O)C1CC(c2cccnc2)=NO1)Nc1ccccc1F (stereo not given) | -2 | -2% | -14% | i | 8% | 6% | -7% | 0.3 | ?
CCCc1nnc(SCC(=O)Nc2ccc3c(c2)OCCO3)n1CCOC | -9 | 2% | -16% | i | 1% | -2% | 0% | 1.1 | 1%
CC1(c2ccccc2Br)NC(=O)N(CC(=O)N2CCc3ccccc3C2)C1=O (stereo not given) | -3 | ? | -17% | -6% | -2% | -12% | 2% | 1.8 | -14%
O=C(NC(=S)Nc1cc([N+](=O)[O-])ccc1Cl)c1ccccc1 | -10 | -26% | -20% | -2% | -2% | 9% | ? | -0.2 | 4%
Cc1ccccc1S(=O)(=O)N1C[C@H]2CON(C)[C@H]2C[C@H]1c1cccc(-c2ccc(C#N)cc2)c1 | 3 | ? | -5% | -4% | 10% | -1% | 7% | -0.1 | -9%
Cc1ccc(S(=O)(=O)N2[C@@H](c3ccc(Br)cc3)C(C(=O)O)=CC[C@H]2c2cccc(C)c2)cc1 | 2 | 2% | ? | -2% | 2% | 5% | -4% | -0.4 | 2%
O=C(Nc1cccc(Cn2cccn2)c1)c1cc2c(s1)CCCC2 | nt | 0% | -3% | i | 11% | 20% | -18% | -4.0 | -5%

Record cards (already shown). Values in the order: PI5P4Ka inh	GLP1R inv ag	PLK1 PBD inh	PTHR1 agonist	GLP1R ag	EPAC1 agonist	HEK293 tox	IL2 activator	EPAC1 antag
CCc1ccc(C2(C)SC(NC(C)=O)=NN2C(C)=O)cc1 (stereo not given) is listed as -2	-7%	1%	-2%[57.5 µM]	-9%	-2%	-15%	1.6	10%
Cc1ccc(S(=O)(=O)N2[C@@H](c3ccc(Br)cc3)C(C(=O)O)=CC[C@H]2c2cccc(C)c2)cc1 is listed as 2	2%	?	-2%	2%	5%	-4%	-0.4	2%
Cc1nnc(SCC(=O)NCC2COc3ccccc3O2)s1 (stereo not given) is listed as 1	-2%	2%	-5%	-3%	6%	-1%	0.5	6%
CN(C)c1ccc(CNCCC2(O)CCOC(C)(C)C2)cc1 (stereo not given) is listed as nt	23%	-6%	-21%[57.5 µM]	3%	6%	6%	0.9	-2%
O=C(NNC(=O)C1CC(c2cccnc2)=NO1)Nc1ccccc1F (stereo not given) is listed as -2	-2%	-14%	i	8%	6%	-7%	0.3	?

Next records
SMILES | PI5P4Ka inh | GLP1R inv ag | PLK1 PBD inh | PTHR1 agonist | GLP1R ag | EPAC1 agonist | HEK293 tox | IL2 activator | EPAC1 antag
C=CCc1ccc(OCC(O)CN2CCN(Cc3ccc(Cl)cc3)CC2)c(OC)c1 (stereo not given) | 3 | ? | -7% | -42% | -5% | -9% | ? | -0.6 | -18%
CC(=O)N1c2ccccc2S(=O)(=O)c2ccccc21 | 1 | 4% | -8% | i | -5% | -16% | -2% | 0.0 | 2%
CC(=O)O/C(=C\c1cn(C(C)=O)c2ccccc12)C(=O)O | 3 | 3% | 3% | -10% | 4% | 6% | 2% | -2.0 | -2%
Cc1ccc(C(=O)NCc2ccco2)cc1Br | nt | -20% | -11% | ? | -2% | 3% | 10% | 1.5 | 1%

Three structures from above, arranged by molecular weight, ascending:
SMILES | PI5P4Ka inh | GLP1R inv ag | PLK1 PBD inh | PTHR1 agonist | GLP1R ag | EPAC1 agonist | HEK293 tox | IL2 activator | EPAC1 antag
CC(=O)O/C(=C\c1cn(C(C)=O)c2ccccc12)C(=O)O | 3 | 3% | 3% | -10% | 4% | 6% | 2% | -2.0 | -2%
O=C(Nc1cccc(Cn2cccn2)c1)c1cc2c(s1)CCCC2 | nt | 0% | -3% | i | 11% | 20% | -18% | -4.0 | -5%
C=CCc1ccc(OCC(O)CN2CCN(Cc3ccc(Cl)cc3)CC2)c(OC)c1 (stereo not given) | 3 | ? | -7% | -42% | -5% | -9% | ? | -0.6 | -18%
